# Compound activity: PubChem, Sanford-Burnham Center for Chemical Genomics
# MKP-3 inhibition = inhibition of rat DUSP6 enzyme activity – biochemical, in vitro, primary screen (AID 425). recombinant MKP-3 phosphatase activity, fluorescence; higher % means a stronger effect. inhibition, % at 20 µM; hits with a dose series show IC50 in µM. actives 0.17% (n = 110,000); in the data active = inhibition above about 50%;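 also: plate controls were vehicle for no effect and reference inhibitor for full effect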
# Hsp70 displacement = Hsp70 inhibitors, probe displacement, primary screen, biochemical, fluorescence polarization (AID 583); Hsp70 fluorescence polarization probe displacement, mP; higher % means a stronger effect; displacement, % at 20 µM; hits with a dose series show IC50 in µM; actives 0.06% (n = 140,000); in the data active = displacement above about 50%;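 also: plate controls were vehicle for no effect and reference ligand for full effect; a part of the inactive calls stands beside numbers as strong as those of hits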
# * marks the source's active call; other numbers are inactive results; nt = no result given; & = joins results of further samples. The list is partial, so the mix of outcomes need not match the whole.
SMILES,MKP-3 inhibition,Hsp70 displacement
COc1cccc(C(=O)N2CCNCC2)c1OC,1%,2.6%
Cc1nc(N)sc1-c1csc(N(C)c2ccc(O)cc2)n1,1%,-1.7%
CC(=O)c1ccc(NC(=O)C2CC(=O)N(Cc3ccccc3)C2)cc1 (stereo not drawn),nt,7.7%
CCOC(=O)c1ccc(N2C(=O)CC(SCC(N)C(=O)OCC)C2=O)cc1 (stereo not drawn),4%,-2.0%
O=S(=O)(NCc1csc(-c2cccnc2)n1)c1cccs1,-1%,3.1%
CCn1c(N)c(C(=O)NCc2cccnc2)sc1=S,-8%,-0.6%
COc1ccc(OC)c(NC(=O)C2C3C=CC(C3)C2C(=O)O)c1 (stereo not drawn),0%,4.7%
COc1ccc(C(O)c2nccn2Cc2ccccc2)cc1 (stereo not drawn),0%,nt
COc1cc(NC(=O)c2cccc3c2C(=O)N(Cc2cccnc2)C3)cc(OC)c1OC,-13%,8.6%
CCCC(=O)n1nc(-c2ccco2)nc1SCc1ccccc1,-7%,1.2%
c1ccc2c(c1)[nH]c1nc3nnnn3nc12,1%,1.4%
O=C1CNCc2[nH]c3ccccc3c2N1c1ccccc1,3%,2.9%
O=C(O)CSCc1c(F)cccc1Cl,-7%,12%
COc1ccc(CCN2CCCn3c2nc2c3c(=O)n(Cc3ccccc3F)c(=O)n2C)cc1OC,2%,4.7%
CCc1cc2c(-n3nc(C)cc3C)ncnc2s1,nt,5.0%
O=C(CCn1c2ccccc2c2ccccc21)N/N=C/c1ccccc1O,0%,2.9%
COC(=O)c1c(NC(=O)CN2CCOCC2)sc2c1CCC(C)C2 (stereo not drawn),-11%,6.6%
COc1ccc2[nH]cc(C3N4CC5(C)CN3CC(C)(C4)C5=O)c2c1 (stereo not drawn),nt,-3.2%
O=C(NCCOc1ccccc1)c1ncn[nH]1,-8%,-1.4%
Cc1ccnc(NC(=O)CCC(=O)N(CC(=O)NC2CCCCC2)c2ccc3c(c2)OCO3)c1,0%,-1.1%

# An excerpt from above in order of molecular weight, highest first:
SMILES,MKP-3 inhibition,Hsp70 displacement
COc1cc(NC(=O)c2cccc3c2C(=O)N(Cc2cccnc2)C3)cc(OC)c1OC,-13%,8.6%
CCn1c(N)c(C(=O)NCc2cccnc2)sc1=S,-8%,-0.6%
COc1cccc(C(=O)N2CCNCC2)c1OC,1%,2.6%

# Next records
SMILES,MKP-3 inhibition,Hsp70 displacement
COc1ccc(N(CC(=O)Nc2ccc(C)cc2C)S(C)(=O)=O)cc1,-3%,1.1%
O=C(Nc1c(Cl)cccc1Cl)c1ccc(Cl)c(Cl)c1,3%,4.7%
Cc1onc(-c2ccccc2)c1C(=O)Nc1ccc(N(C)C)cc1,3%,-7.1%
O=C1c2ccccc2C(=O)N1CCc1ccccn1,-14%,0.5%
CCOC(=O)c1cc(C#N)c(SCC(=O)c2cc(C#N)c(SC)nc2C)[nH]c1=O,3%,0.1%
Cc1cc2oc(=O)cc(C)c2cc1NC(=O)c1ccccc1,1%,6.8%
CCOC(=O)N1CCC(NC(=O)C2CCCN(S(C)(=O)=O)C2)CC1 (stereo not drawn),1%,6.7%
O=C(CSC1=Nc2ccccc2C2=NC(CC(=O)NCc3ccco3)C(=O)N12)NCc1ccco1 (stereo not drawn),nt,-0.5%
O=S(=O)(Nc1ccc(Oc2ccccc2)cc1)c1ccc2ccccc2c1,3%,-0.9%
O=C(NCCO)c1cccc([N+](=O)[O-])c1,-3%,-1.5%
CCc1ccccc1NC(=O)C1CC2CCC1C2 (stereo not drawn),1%,1.6%
Cc1ccc(N2C(=O)CC(N(O)C3CC(=O)N(c4ccc(C)cc4)C3=O)C2=O)cc1 (stereo not drawn),0%,-4.5%
COc1cc(C)c(C)cc1S(=O)(=O)N1CCCCC1c1cccnc1 (stereo not drawn),7%,-2.0%
O=C(Nc1cccc(O)c1)c1ccccc1,1%,1.5%
COc1cc(NC(=O)c2ccccc2F)cc(OC)c1,2%,-2.2%
O=C(c1cc2n(n1)C(C(F)(F)F)CC(c1ccco1)N2)N1CCCc2ccccc21 (stereo not drawn),-11%,-7.7%
O=C(COC(=O)c1cccc(S(=O)(=O)N2CCOCC2)c1)Nc1ccc2c(c1)OCO2,-9%,-6.2%
COc1ccc(Nc2nc(-c3cccs3)cs2)cc1,nt,-0.5%
Cc1ccc(C2CC(C(F)F)n3ncc(C(=O)Nc4cnn(Cc5ccccc5C)c4)c3N2)cc1 (stereo not drawn),4%,-0.6%
COc1ccc(NC(=O)CC(Cc2ccccc2)C(=O)O)cc1 (stereo not drawn),-8%,0.4%

# Structures listed so far that have a thiophene ring, fused or not (four):
SMILES,MKP-3 inhibition,Hsp70 displacement
O=S(=O)(NCc1csc(-c2cccnc2)n1)c1cccs1,-1%,3.1%
CCc1cc2c(-n3nc(C)cc3C)ncnc2s1,nt,5.0%
COC(=O)c1c(NC(=O)CN2CCOCC2)sc2c1CCC(C)C2 (stereo not drawn),-11%,6.6%
COc1ccc(Nc2nc(-c3cccs3)cs2)cc1,nt,-0.5%

# As entered above:
# COc1ccc(Nc2nc(-c3cccs3)cs2)cc1 @ Hsp70 displacement = -0.5%
# Cc1ccc(N2C(=O)CC(N(O)C3CC(=O)N(c4ccc(C)cc4)C3=O)C2=O)cc1 (stereo not drawn) @ Hsp70 displacement = -4.5%
# COc1cc(C)c(C)cc1S(=O)(=O)N1CCCCC1c1cccnc1 (stereo not drawn) @ MKP-3 inhibition = 7%
# COc1ccc(NC(=O)CC(Cc2ccccc2)C(=O)O)cc1 (stereo not drawn) @ Hsp70 displacement = 0.4%

# Later entries.
SMILES,MKP-3 inhibition,Hsp70 displacement
CCc1ccc(-c2cc(C(=O)NC3CC3)c3ccccc3n2)cc1,0%,-1.6%
COc1cc(/C=C/c2cc(C(F)(F)F)[nH]c(=O)n2)ccc1OCc1ccc(Cl)cc1Cl,9%,-9.4%
COc1ccc(/C=C/C(=O)NCCc2nc3ccccc3[nH]2)cc1Br,4%,1.2%
O=c1c2c3n(c(=O)nc2[nH]n1-c1ccccc1)CCCCC3,-3%,-0.8%
Cc1cc(C)nc(SCC(=O)Nc2ccc(S(=O)(=O)Nc3nccs3)cc2)n1,2%,1.3%
COc1ccccc1C(=O)N1CCCC1(C#N)c1ccccc1 (stereo not drawn),-5%,0.5%
COc1cccc(N(C(=O)c2ccco2)C(C(=O)NC2CCCC2)c2ccc(N(C)C)cc2)c1 (stereo not drawn),-6%,1.2%
COc1cccc(NC(=O)CSc2ccc3nnc(-c4ccncc4)n3n2)c1,2%,nt
Nc1sc2c(c1C(=O)NC1CCS(=O)(=O)C1)CCC2 (stereo not drawn),-5%,2.4%
c1ccc(-c2nc(N3CCCCC3)nc3ccccc23)cc1,2%,-0.2%&-4.2%
O=C1c2oc3ccccc3c(=O)c2C(c2cccc(O)c2)N1c1ccccn1 (stereo not drawn),2%,-4.4%
CCOC(=O)N1CCN(C(=O)Nc2ccc(Cl)cc2)CC1,1%,-1.4%
Cc1ccc(OCC(=O)NCC(C)C)cc1,-2%,-2.2%
CCNC(=O)CN1C(=O)NC2(CCCCCC2)C1=O,nt,0.5%
O=C(CSc1nc2ccccc2s1)N(c1ccccc1)c1ccccc1,6%,2.6%
N#Cc1c(NC(=O)c2cccnc2)sc2c1CCC2,nt,0.3%
CCOc1ncccc1C(=O)OCc1cn2cc(Cl)ccc2n1,-11%,5.6%
CCOc1cc(-c2c(C#N)c(N)nc3c2CCCC3C)ccc1O (stereo not drawn),-6%,6.2%
Cc1nc2cccc(C(=O)NC3CCCCC3)c2o1,-4%,-8.2%
COc1cc(NC(=O)c2cccs2)c(C(=O)OCC(=O)NC(=O)NC(C)(C)C)cc1OC,nt,-2.4%
CCCCSCc1ccc(C(=O)O)o1,nt,5.3%
CCn1cc(C(=O)NCc2cccs2)c(=O)c2ccc(C)nc21,-3%,-1.5%
O=C(CSc1nc2ccccc2s1)N1c2ccccc2Sc2ccccc21,2%,5.5%
O=C(CSc1nc2ccccc2o1)Nc1ccccc1[N+](=O)[O-],-3%,6.8%
Cc1c(C(=O)Nc2ccc3oc(-c4ccncc4)nc3c2)cccc1[N+](=O)[O-],2%,-4.0%
COc1ccc(-c2cn3cccnc3n2)cc1NC(=O)CC(C)C,5%,2.4%
O=C(O)c1ccc2c(c1)C(=O)N(c1ccc(-c3nc4cc(N5C(=O)c6ccc(C(=O)O)cc6C5=O)ccc4[nH]3)cc1)C2=O,-7%,14%
O=c1[nH]c(-c2ccc(O)c(Br)c2)nc2sc3c(c12)CCCC3,0%,-3.5%
CC(=O)c1c(C)oc2c(Br)cc(NS(=O)(=O)c3ccc(Cl)cc3)cc12,0%,0.2%
Cc1ccc(C)c(Cn2nnc3c(=O)[nH]c(C(=O)NCc4ccco4)nc32)c1,-2%,-6.0%
CCCOc1ccccc1N/C(=N/c1nc(C)cc(C)n1)NC(=O)COc1ccc(OC)cc1,nt,-0.9%
N#CCCn1c(-c2nonc2NC(=O)c2ccccc2Cl)nc2ccccc21,-3%,nt
Nc1cc(=O)[nH]c(SCc2ccc(Cl)cc2Cl)n1,3%,1.2%
COc1cc2c(cc1OC)C(COc1ccc3c(C)cc(=O)oc3c1)N(C(=O)c1ccco1)CC2 (stereo not drawn),-1%,2.7%
O=C1c2ccccc2C(=O)N1c1ccc(-c2nc3ccccc3c(=O)o2)cc1,1%,0.0%
Cc1c(NC(=O)c2cc(-c3ccccc3)nc3ccccc23)cccc1[N+](=O)[O-],-1%,-0.5%
CS(=O)(=O)Nc1ccc2c(c1)C(=O)OC2,2%,-0.3%
COc1cccc(-c2noc(-c3cccs3)n2)c1,0%,-3.8%
Cc1ccc(OCC(=O)n2cnnc2N)c(Br)c1,-1%,-1.5%
CN(C)CCN(Cc1ccccc1)c1ccnc(N(C)C)c1C#N,-10%&1%,3.5%&-1.0%
COc1cc(NC(=O)CSc2nnc3n2C(C)(C)Cc2ccccc2-3)cc(OC)c1,-9%,0.6%
COc1ccc(C(=O)Nc2cc(-c3nc4cc(Cl)cc(Cl)c4o3)ccc2C)cc1,-3%,3.2%
O=C(OCN1C(=O)c2ccccc2C1=O)C1CCCCC1,0%,2.5%
COc1ccc(C2C(C(C)=O)=C(O)C(=O)N2Cc2cccnc2)cc1 (stereo not drawn),nt,9.2%
CC1Cc2nc(SCC(=O)NCc3ccco3)n(Cc3ccccc3)c(=O)c2S1 (stereo not drawn),0%,-1.5%
O=C(CN1CCOCC1)OCCCC1CCCCC1,-4%,-2.9%
COc1cccc(C=C2C=C(C(C)(C)C)C(=O)C(C(C)(C)C)=C2)c1OC,7%,-4.4%
Cn1c(SCC(=O)Nc2nccs2)nnc1-c1ccncc1,-4%,-0.6%
CCOC(=O)c1c(C)n(C)c2ccc(OC)c(NC(=O)CN3CCCCC3)c12,-12%,5.5%
O=C(CSc1nc2ccccc2s1)N1CCOCC1,-4%,2.6%

# Record cards (already shown):
# `CC1Cc2nc(SCC(=O)NCc3ccco3)n(Cc3ccccc3)c(=O)c2S1` (stereo not drawn) reads MKP-3 inhibition = 0%; Hsp70 displacement = -1.5%
# `COc1cc(NC(=O)CSc2nnc3n2C(C)(C)Cc2ccccc2-3)cc(OC)c1` reads MKP-3 inhibition = -9%; Hsp70 displacement = 0.6%

# Next results follow.
SMILES,MKP-3 inhibition,Hsp70 displacement
CCOC(=O)c1nc(N)c(=O)n(-c2ccccc2)n1,-17%,-1.7%
Cc1ccccc1NC(=O)CC1Sc2ccccc2NC1=O (stereo not drawn),-1%,-0.2%
Cc1ccc(OCC(=O)Nc2ccccc2C#N)c(C)c1,2%,3.4%
Cc1ccc(-c2ccc(CCC(=O)O)n2CC2CCCO2)cc1 (stereo not drawn),nt,-6.5%
Cc1ccc(CNC(=O)C2CCCN(C(=O)N(C)C)C2)cc1 (stereo not drawn),nt,-0.8%
Oc1ccc(CN2CCCc3ccccc32)c2cccnc12,3%,6.1%
CS(=O)(=O)N1CCCC(C(=O)NCCCN2CCC(Cc3ccccc3)CC2)C1 (stereo not drawn),-11%,1.4%
CCOc1ccc(Nc2c3c(nc4ncnn24)CC(C)CC3)cc1 (stereo not drawn),-13%,-4.5%
CC(C)(C)c1nnc(NC(=O)Nc2ccc(Cl)cc2)s1,-1%,-0.6%
Cc1ccc(-n2[nH]c(C)c(/C=N/NC(=O)c3cccc([N+](=O)[O-])c3)c2=O)cc1C,0%,3.5%
COc1ccc(C(=O)N2CCC(C(=O)c3ccc(F)cc3)CC2)cc1,nt,11%
CCCCOc1ccc(S(=O)(=O)N(Cc2ccccc2)Cc2ccccc2)cc1,-1%,0.4%
COc1ccc(NC(=O)NCCCN2CCc3ccccc3C2)cc1,-3%,0.2%
CCOC(=O)C1CCN(C(=O)Nc2cccc(Cl)c2)CC1,-2%,0.5%&1.5%
COc1cccc(-n2c(O)c(C=NCC3CCCO3)c(=O)[nH]c2=O)c1 (stereo not drawn),0%,1.0%
CCCCNC(=O)c1ccc2c(c1)ncn2C1CCCC1,nt,0.2%
COC(=O)c1ccc(C2Nc3ccccc3-c3nnc(SC)nc3O2)cc1 (stereo not drawn),1%,1.1%
N#Cc1c(NC(=O)CN2C(=O)c3ccccc3C2=O)oc(-c2ccccc2)c1-c1ccccc1,nt,-4.8%
Cc1cccc(NC(=O)CSc2nnc(-c3ccco3)o2)c1C,-6%,-0.3%
Cc1ccc(-c2cc(C(=O)Nc3c(C)cccc3C)c3ccccc3n2)s1,0%,-3.2%
O=C(c1ccco1)N1CCN(C(c2ccc(F)cc2)c2nnnn2Cc2cccs2)CC1 (stereo not drawn),3%,0.6%
COc1ccccc1NC(=O)c1ccc(S(=O)(=O)N(C)C)cc1,8%,-1.7%
CCCC(=O)Nc1ccc(NC(=O)c2ccc(Br)cc2)cc1,3%,-1.9%
Cc1ccc(S(=O)(=O)N2CCCC2C(=O)Nn2cnnc2)cc1 (stereo not drawn),nt,1.0%
